Source: PubChem (National Center for Advancing Translational Sciences (NCATS))
RGS4 inhibitor – Inhibitors of Regulator of G Protein Signaling (RGS) 4: qHTS | Regulator of G-protein signaling 4 (Homo sapiens), P49798 | Transcreener GDP fluorescence polarization, RGS4-accelerated GTP hydrolysis | AID 504845, 2011 | Potency, µM (series often up to 114 µM), for inactives: top-dose activity change, negative = inhibition, actives largely listed as inhibitors | actives 0.039% (n = 390,000); note: % is set by controls: 0 for no effect and ±100 for the full control effect; nearly all actives have a fitted effect of over 75% in size; some results filed as inactive show a strong effect at the top dose
Target sequence (P49798 whole entry, looked up): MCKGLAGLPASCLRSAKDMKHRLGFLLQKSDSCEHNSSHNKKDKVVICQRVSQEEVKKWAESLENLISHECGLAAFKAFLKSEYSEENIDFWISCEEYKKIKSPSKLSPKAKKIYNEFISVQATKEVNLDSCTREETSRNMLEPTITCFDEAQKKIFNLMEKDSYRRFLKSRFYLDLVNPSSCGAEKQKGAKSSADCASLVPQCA
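MLSMR compounds (23 nl, pin-transferred) preincubated 10 min at room temperature with a 500nM (2x) first reagent, then RGS4 at 900nM (2x) plus Transcreener GDP mix added; fluorescence polarization (620/688 nm) read before and after 90 min at 30 °C.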
12-LOX inh – Primary qHTS assay for inhibitors of human arachidonate 12S-lipoxygenase (ALOX12): Round 2; purified 12hLO, xylenol orange hydroperoxide absorbance; Potency, µM (titrated, usually from 108 µM), without a hit: top-dose activity change, negative = inhibition, hits mostly inhibitors; actives 1.1% (n = 580,000); note: % is set by controls: 0 for no effect and ±100 for the full control effect
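Hydroperoxide product was detected by ferrous iron/xylenol orange as the 573 to 405 nm absorbance ratio. Arachidonic acid at 40 uM (final) was turned over for 30 min at room temperature by 150 nM human 12hLO, pH 7.0 Hepes buffer, after 15 min compound preincubation.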
PGK inhibitor – qHTS Assay to Find Inhibitors of Phosphoglycerate Kinase; actives 0.043% (n = 380,000); PGK/GAPDH coupled, Kinase-Glo luminescence, 60 min; Phosphoglycerate kinase, glycosomal (Trypanosoma brucei brucei), P07378; Potency, µM (top dose mostly 57.5 µM), for inactives: at the highest dose activity change, negative = inhibition, most hits filed as inhibitors; note: % is set by controls: 0 for no effect and ±100 for the full control effect; nearly all actives have a fitted effect of over 60% in size
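Luminescent ATP detection (Kinase-Glo Plus) follows a 60-minute room-temperature incubation, with wells lacking PGK as controls. Buffer: 100 mM TEA (pH 7.6), 5 mM MgCl2, 0.01% Tween-20. Coupling enzyme GAPDH (100 nM final) supplies unstable 1,3-BPG in-well.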
rTrxR1 inhibitor – qHTS Assay for Inhibitors of Mammalian Selenoprotein Thioredoxin Reductase 1 (TrxR1): qHTS. Thioredoxin reductase 1, cytoplasmic (Rattus norvegicus), O89049. recombinant rTrxR1, NADPH fluorescence consumption, selenite substrate. Potency, µM (highest dose often 114 µM), without a hit: at the top dose activity change, negative = inhibition, usual class: inhibitors. actives 1% (n = 390,000). AID 588453, 2011; note: % is set by controls: 0 for no effect and ±100 for the full control effect; nearly all actives have a fitted effect of over 65% in size
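Rat TrxR1 (90 nM in the dispensed reagent) was pre-reduced with 400 uM NADPH for 5 min at room temperature, then incubated with compound for 15 min. After 400 uM selenite was added, NADPH fluorescence (Ex 340/Em 450 nm) was followed for 8 min.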
ERG-DNA inh – qHTS for Small Molecule Inhibitors of the ERG Ets/DNA interaction; fluorescence polarization, His-ERG Ets domain / labelled DNA; Potency, µM (series often up to 76.9 µM), for the others: at the highest dose FP activity, negative = inhibition, hits mostly inhibitors; actives 0.028% (n = 370,000); AID 624246, 2012; active = well fitted inhibition curve with a large enough effect in the polarisation, with a control signal flat; inconclusive = small, poorly fitted or top-dose-only effect, or effect the other way, or a change in a side signal; inactive = no such curve, though single readings can be large or run the other way; the % refers to the polarisation;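 note: polarization taken with two DNA probes labelled with fluorescein and Texas red; % of control where 0% means no effect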
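His-tagged ERG Ets domain (1 uM in the protein solution; 300mM KCl, 50mM Tris-HCl, 1mM EDTA, 1mM DTT, pH 7.5) received compound, then a probe mix of 5 nM fluorescein-DNA and 100nM Texas-615-DNA. Fluorescence polarization was read for both dyes.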
GLS inhibitor – qHTS for Inhibitors of Glutaminase (GLS); Potency, µM (titrated, usually from 45.5 µM), for inactives: top-dose activity change, negative = inhibition, most hits filed as inhibitors; GLS enzymatic activity, qHTS titration; actives 0.21% (n = 410,000); note: % is set by controls: 0 for no effect and ±100 for the full control effect
Target sequence (O94925 whole entry, looked up): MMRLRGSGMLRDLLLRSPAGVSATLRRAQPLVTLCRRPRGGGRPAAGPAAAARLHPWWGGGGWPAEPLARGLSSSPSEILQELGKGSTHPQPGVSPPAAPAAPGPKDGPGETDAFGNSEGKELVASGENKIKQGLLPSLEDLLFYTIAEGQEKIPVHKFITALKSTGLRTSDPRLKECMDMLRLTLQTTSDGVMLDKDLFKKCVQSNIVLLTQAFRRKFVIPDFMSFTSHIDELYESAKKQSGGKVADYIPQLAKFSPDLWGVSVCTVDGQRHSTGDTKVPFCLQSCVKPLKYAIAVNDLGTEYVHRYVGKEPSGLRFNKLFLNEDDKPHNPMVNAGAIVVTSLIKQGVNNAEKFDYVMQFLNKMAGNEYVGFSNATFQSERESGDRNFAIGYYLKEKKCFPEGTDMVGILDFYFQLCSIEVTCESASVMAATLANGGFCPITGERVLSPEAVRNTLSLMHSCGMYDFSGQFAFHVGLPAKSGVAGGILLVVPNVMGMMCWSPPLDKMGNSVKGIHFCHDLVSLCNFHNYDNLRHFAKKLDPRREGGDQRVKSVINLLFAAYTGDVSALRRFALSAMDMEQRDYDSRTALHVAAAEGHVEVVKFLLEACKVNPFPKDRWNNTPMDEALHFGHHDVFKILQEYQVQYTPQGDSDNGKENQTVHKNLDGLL
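hKGA; 45 mM KH2PO4 pH 8.2 + 0.02% Tween-20; cpd via pin tool; 1 mM Gln soln; GluOx/HRP/Amplex Red; RT 30 min; fluor. t0 & final.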
JMJD2A Tudor inh – qHTS Assay for Inhibitors of JMJD2A-Tudor Domain | actives 4.4% (n = 390,000) | AlphaScreen JMJD2A-Tudor / H3K4me3 peptide binding | Lysine-specific demethylase 4A (Homo sapiens), O75164 | Potency, µM (titrated, usually from 114 µM), without a hit: at the top dose activity change, negative = inhibition, actives largely listed as inhibitors; note: % is set by controls: 0 for no effect and ±100 for the full control effect; nearly all actives have a fitted effect of over 50% in size
HP1b chromo inh – HTS for Inhibitors of HP1-beta Chromodomain Interactions with Methylated Histone Tails; Chromobox protein homolog 1 (Homo sapiens), P83916; AlphaScreen HP1-beta / biotin-H3K9me3 peptide binding; Potency, µM (series often up to 114 µM), without a hit: at the highest dose activity change, negative = inhibition, hits mostly inhibitors; actives 0.56% (n = 390,000); AID 540317, 2011; note: nearly all actives have a fitted effect of over 70% in size; inactives centre near 23
Target sequence (P83916 whole entry, looked up): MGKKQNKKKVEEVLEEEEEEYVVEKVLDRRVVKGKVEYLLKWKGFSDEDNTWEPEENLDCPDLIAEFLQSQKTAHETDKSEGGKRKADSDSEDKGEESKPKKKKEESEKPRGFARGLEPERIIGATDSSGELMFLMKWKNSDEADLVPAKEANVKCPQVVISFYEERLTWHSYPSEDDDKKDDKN
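AlphaScreen: HP1-beta (50 nM) preformed 30 min with biotin-H3(1-18)K9me3 peptide (50 nM) in PBS pH 7.4, 0.01% Tween-20. Compound added for 30 min at RT, then streptavidin donor/nickel chelate acceptor beads (10 ug/mL) for 30 min.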
Pin1 inh – qHTS Assay to Find Inhibitors of Pin1 | Peptidyl-prolyl cis-trans isomerase NIMA-interacting 1 (Homo sapiens), Q13526 | Pin1 FP peptide displacement, HiFluor488, 10 min | Potency, µM (series often up to 115 µM), for the others: top-dose activity, negative = inhibition, hits mostly inhibitors | actives 0.009% (n = 390,000) | AID 504891, 2011; active = well fitted inhibition curve with a large enough effect in the polarisation, with a control signal flat, not every such curve was filed as active; inconclusive = small, poorly fitted or top-dose-only effect, or effect the other way, or a change in a side signal; inactive = no such curve, though single readings can be large or run the other way; the % refers to the polarisation; note: % is set by controls: 0 for no effect and ±100 for the full control effect
Numbers without * were called inactive; i = inactive; u = inconclusive; x = not tested or not shown; & = joins results of further samples; [ ] = remark or other dose. Unless noted, calls come from the whole dose curve; as a rule, active = well fitted curve in the direction sought with a large enough effect; inconclusive = small, poorly fitted or top-dose-only effect, or another doubt; inactive = no such curve, though single readings can be large; an effect the other way counts as inactive or inconclusive. Potency is the fitted concentration of half-maximal effect. An excerpt. The share of hits here may be higher or lower than overall.

SMILES	RGS4 inhibitor	12-LOX inh	PGK inhibitor	rTrxR1 inhibitor	ERG-DNA inh	GLS inhibitor	JMJD2A Tudor inh	HP1b chromo inh	Pin1 inh
COc1cc2c(cc1OC)C13CCN4CC5=CCOC6CC(=O)N2C1C6C5CC43 (stereo not given) (tested in a mixture with another compound)	18%	-7%	2%	17%[57.1 µM]	1%	6%	-13%	11%	2%
Clc1ccccc1CN1CCN(c2ccccc2Cl)CC1	7%	u	x	27%	x	7%	5.6µM*	u	-1%
CCOc1ccc2nc(N3CCC(C(=O)N4CCC5(CC4)OCCO5)CC3)sc2c1	-5%	-22%	0%	20%	0%	2%	-20%	-4%	-6%
CCOC(=O)c1c(N)n(CCCOC(=O)c2ccco2)c2nc3ccccc3nc12	-7%[11.4 µM]	0%	i	-40%	4%	-16%	-8%[11.4 µM]	61%[activator]	1%
CNC(=O)Oc1ccc(C(=O)N2c3ccccc3NC(=O)C2C)cc1 (stereo not given)	-8%	1%	x	7%	5%	-6%	-6%	9%	-9%
Oc1ccc(CCN2CCCCC2)cc1	-10%	4%	9%	6%[2.29 µM]	-5%	35%[activator]	0%	21%[57 µM]	6%
O=C(NN=Cc1ccc(N(CCCl)CCCl)cc1Cl)c1cccnc1	8%	0%	i	-2%	x	-5%	-3%	50%[activator]	3%
COc1cc([C@H]2OC[C@H]3[C@@H]2CO[C@@H]3c2cc(OC)c(O[C@@H]3O[C@H](CO)[C@@H](O)[C@H](O)[C@H]3O)c(OC)c2)cc(OC)c1O[C@H]1O[C@@H](CO)[C@H](O)[C@@H](O)[C@@H]1O	-19%	-15%	-8%	11%	0%	4%	-16%	13%	-1%
O=C(Nc1ccc(Br)cc1C(=O)c1ccccc1)c1ccccc1	-9%	0%	2%	5%	-1%	-6%	2%	48%[activator]	u
O=C(OC1CC2CCC(N2)C1C(=O)O)c1ccccc1 (stereo not given)	5%	-10%	i	23%	15%	4%	89µM*	16%	-7%
COc1ccc(C(=O)C2CCCN(CCO)C2)c(C)c1 (stereo not given)	9%	10%	-8%	10%	9%	6%	-26%	4%	-2%
Nc1ccccc1C(=O)c1ccccc1	-15%	34%[activator]	-4%	21%	2%	-4%	-27%	59%[activator]	1%
CCOc1cc(C=O)ccc1O	-2%	-15%	-5%	-8%	-4%	27%&-9%	-20%	23%	0%
C=Cn1ccnc1P(=S)(c1nccn1C=C)c1nccn1C=C	1%	u	i	25%	-15%	-3%	u	38%	0%
COc1ccccc1-n1c(O)c(C=NCc2ccc3c(c2)OCO3)c(=O)[nH]c1=O	-9%	0%[57.4 µM]	3%	-10%[57.1 µM]	-3%	17%	-24%	23%	24%
CCCOP(=O)(O)c1c([N+](=O)[O-])cc(C(F)(F)F)cc1[N+](=O)[O-] (tested in a mixture with another compound)	-8%	-5%[57.4 µM]	-3%	-9%	x	0%	-17%	15%	13%
NNC(=O)c1nc[nH]c1C(=O)Nc1ccc(Cl)cc1C(=O)c1ccccc1	-16%	29%	-8%	24%	-6%	3%	-23%	37%	2%
CN(C)C1C(=O)C(C(N)=O)=C(O)C2(O)C(=O)C3=C(O)c4c(O)cccc4C(C)(O)C3C(O)C12 (stereo not given)	22%	u	i	27%	-3%	10%	-12%	17%	0%
O=c1[nH]c(O)c(C=NCCc2ccccc2)c(=O)[nH]1	9%	118%[activator]	-2%	1%	-8%	0%	-14%	22%	0%
CCCCn1c(O)c(C(=O)/C=C/c2c[nH]c3ccccc23)c(=O)[nH]c1=O	-22%	u	i	18%[57.1 µM]	-1%	10%	-4%	28%	u
Cc1ccc(-c2nn(Cc3ccccc3)cc2C=O)cc1C	-10%	-4%	2%	-1%	14%	1%	50%[activator]	128%[activator]	5%
CCOC(=O)C(NC(=O)CCl)(Nc1ccc(C(O)(C(=O)OCC)C(F)(F)F)cc1)C(F)(F)F (stereo not given)	8%	3%	2%	u	-5%	1%	-13%	11%	-9%
CN1C2CCC1CC(OC(=O)c1ccc([N+](=O)[O-])cc1)C2 (stereo not given)	-21%	-2%	-2%	25%[57.1 µM]	-1%	3%	1%	8%	1%
COC(=O)C1=C(c2cccc(OCc3ccccc3)c2)C[C@@H]2CC[C@H]1N2C(=O)NCCc1ccc(F)cc1	-2%	2%	i	28%[57.1 µM]	-15%	-10%	-16%	30%	5%
C[C@@H]1O[C@@H](O[C@H]2C[C@@H](O)[C@]3(CO)[C@H]4[C@H](O)C[C@]5(C)[C@@H](C6=CC(=O)OC6)CC[C@]5(O)[C@@H]4CC[C@]3(O)C2)[C@H](O)[C@H](O)[C@H]1O	6%[56.9 µM]	u	-2%	5%[57.1 µM]	8%	1%	-4%	30%	1%
CCc1ccc(N2C(=O)NC(=O)C(Cc3ccc(OC)cc3OC)C2=O)cc1 (stereo not given)	-21%	u	-9%	u	-5%	51%[activator]	-10%	40%[activator]	-3%
CSc1nc(N)c(N=Nc2ccc([As](=O)(O)O)cc2)c(=O)[nH]1	u	u	-21%	4µM*	-9%	-1%	u	41%[activator]	u
C[C@@H](N)Cc1cnc[nH]1	8%[56.9 µM]	u	-1%	26%[57.1 µM]	-7%	-2%	u	-1%	-2%
Brc1cccc(CNCCc2ccc3c(c2)OCO3)c1	-13%	u	8%	-20%	3%	3%	22µM*	-34%	-13%
C[N+]1(CCOS(=O)C23CC4CC(CC(C4)C2)C3)CCOCC1 (stereo not given)	-11%	u	0%	13%	-1%	10%	u	3%	-2%

Complete entries, quoted from the list. Order of screens: RGS4 inhibitor | 12-LOX inh | PGK inhibitor | rTrxR1 inhibitor | ERG-DNA inh | GLS inhibitor | JMJD2A Tudor inh | HP1b chromo inh | Pin1 inh
`Cc1ccc(-c2nn(Cc3ccccc3)cc2C=O)cc1C` as listed: -10% | -4% | 2% | -1% | 14% | 1% | 50%[activator] | 128%[activator] | 5%
`CSc1nc(N)c(N=Nc2ccc([As](=O)(O)O)cc2)c(=O)[nH]1` as listed: u | u | -21% | 4µM* | -9% | -1% | u | 41%[activator] | u
`CCc1ccc(N2C(=O)NC(=O)C(Cc3ccc(OC)cc3OC)C2=O)cc1` (stereo not given) as listed: -21% | u | -9% | u | -5% | 51%[activator] | -10% | 40%[activator] | -3%

Further entries:
SMILES	RGS4 inhibitor	12-LOX inh	PGK inhibitor	rTrxR1 inhibitor	ERG-DNA inh	GLS inhibitor	JMJD2A Tudor inh	HP1b chromo inh	Pin1 inh
CC(=O)N1CCN(CC(=O)Nc2ccc(C#N)c(Cl)c2)CC1	-13%	4%	-9%	-14%	8%	1%	-18%	30%	0%
O=c1[nH]c(=S)[nH]c(O)c1N=Nc1ccc(S(=O)(=O)N2CCOCC2)cc1	-33%	u	u	-21%	5%	6%	-29%	18%	-3%
c1ccc([C@@H]2CO2)cc1	-3%	x	-7%	-11%	-2%	4%	-9%	15%	5%
c1cc2c(cc1NC1=NCCO1)CCCC2	-4%	3%	-4%	-13%	x	19%	-12%	21%	-13%
Cc1cccc(CSc2nc3c(cc2C#N)CN(C)CC3)c1	25%	-5%	-3%	-7%[57.1 µM]	8%	0%	-24%	19%	-4%
COc1ccc(CN2CCN(Cc3ccccc3F)CC2)cc1	-9%	-22%	i	4%[57.1 µM]	-1%	-10%	3.2µM*	18µM*	0%
N#CC(C#N)=NNc1ccc(-n2ccc(C(F)(F)F)n2)cc1	u	28µM*	0%	20µM*	-9%	12%	u	-18%	-3%
Cc1ccc(C[n+]2c(-c3ccc(C)cc3)cc(-c3ccc(C)cc3)cc2-c2ccc(C)cc2)cc1	-22%	x	-4%	7%	4%	-1%	u	-3%	-5%
CC(C)(C)c1ccc(OC(=O)N2CCCCC2)cc1	u	-12%	5%	19%[57.1 µM]	1%	4%	u	45%	-2%
CCC1(c2ccccc2)C(=O)N(C)C(=O)N(C)C1=O	10%	5%	-7%[11.5 µM]	22%	x	-10%	-6%	32%	-12%
COC(=O)C(C)Oc1cc(C)cc2oc(=O)c3c(c12)CCCC3 (stereo not given)	29%	6%	-7%	9%[57.1 µM]	-8%	5%	4%	54%	-5%
CCCOc1ccc(N2C(=O)CC(N3CC=C(c4ccccc4)CC3)C2=O)cc1 (stereo not given)	-2%	-2%	1%	24%[57.1 µM]	17%	-5%	-15%	16%	40%[activator]
C[C@@H]1CC2C3CC=C4C[C@@H](O)CC[C@]4(C)C3CC[C@]2(C)[C@H]1O (stereo not given in full)	11%	-13%	10%	9%	5%	-2%	-2%	17%	-2%
CC(=O)OC1(c2ccccc2)CC(C(C)(C)C)CN(C(C)(C)C)C1 (stereo not given)	-11%	14%	-5%	5%	-7%	1%	-11%	30%	-3%
COc1cccc(CN2CCCC(C(=O)c3ccccc3SC)C2)c1O (stereo not given)	2%	u	-8%	9%	-4%	0%	u	-3%	8%
